NCOA1 inh: inhibitors of human steroid receptor coactivator 1 (SRC1); Q15788; 360,000 tested, 0.12% active; HEK293 GAL4-SRC1 luciferase reporter, luminescence; inhibition, % at 3.6 µM;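 active = inhibition above the campaign mean plus 3 SD, with each screening campaign given its own cutoff, cut at about 60% in these data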;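 also: 0% = DMSO treated cells and 100% = gossypol at 36 µM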
SRC3 inh: inhibits human SRC3 coactivator. Q9Y6Q9. HEK293 GAL4-SRC3 luciferase reporter, luminescence. inhibition, % at 3.6 µM. 360,000 tested, 0.17% active;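 active = inhibition above a per-campaign cutoff, the mean of all compounds plus 3 SD, cut at about 60% in these data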;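 also: 0% = DMSO-treated cells and 100% = gossypol-treated cells at 36 µM; higher means less SRC3-driven luciferase light from the GAL4 reporter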
TLR9-MyD88 inh: inhibitors of human TLR9-MyD88 binding; Q9NR96+Q99836; 340,000 tested, 0.21% active; CHO BLA complementation TLR9-MyD88, CCF4 FRET ratio; inhibition, % at 4.98 µM;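 active = inhibition above the mean over all tested compounds plus 3 SD, cut at about 21% in these data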;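 also: 0% = DMSO only wells and 100% = clavulanate BLA inhibitor control wells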
COUP-TFII inh: blocks human COUP-TFII nuclear receptor; P24468; HEK293T NGFI-A luciferase reporter, luminescence; inhibition, % at 8.6 µM; 370,000 tested, 0.7% active; AID 686940;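 active = inhibition above a per-plate cutoff, mean inhibition of test wells between control levels plus 3 SD, cut at about 38% in these data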;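 also: cells cotransfected with COUP-TFII expression vector driving the NGFI-A reporter; 0% = median of COUP-TF2 test wells and 100% = reporter-only cells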
Target sequence (P24468 whole entry, looked up): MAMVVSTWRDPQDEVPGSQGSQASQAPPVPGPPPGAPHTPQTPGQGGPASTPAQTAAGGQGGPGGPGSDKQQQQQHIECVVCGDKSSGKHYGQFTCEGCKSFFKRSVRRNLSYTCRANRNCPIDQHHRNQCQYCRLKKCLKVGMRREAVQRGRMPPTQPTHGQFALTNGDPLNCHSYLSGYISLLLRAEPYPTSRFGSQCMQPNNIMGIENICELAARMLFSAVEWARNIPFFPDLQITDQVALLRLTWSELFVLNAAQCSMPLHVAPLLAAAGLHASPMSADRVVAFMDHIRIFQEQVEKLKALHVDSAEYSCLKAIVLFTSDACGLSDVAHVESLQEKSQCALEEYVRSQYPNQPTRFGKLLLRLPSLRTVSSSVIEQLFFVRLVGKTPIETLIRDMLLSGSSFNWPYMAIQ
NCOA2 inhibitor: human SRC2 (NCOA2) inhibition | HEK293 GAL4-SRC2 luciferase reporter, luminescence | inhibition, % at 9 µM | 370,000 tested, 0.17% active | AID 651957;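 active = inhibition above the mean inhibition of all tested compounds plus 3 SD, set per campaign, cut at about 52% in these data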;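 also: 0% = DMSO treated cells and 100% = cells given Gossypol at 36 µM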
ABHD5 PLIN5 PPI: ABHD5-PLIN5 protein interaction inhibition; Split G. princeps luciferase complementation, luminescence, 4 h; inhibition, % at 4 µM; 360,000 tested, 0.78% active; AID 602281;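 active = inhibition above the mean inhibition across every tested compound plus 3 SD, cut at about 22% in these data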;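 also: 0% = DMSO only wells and the 100% control is not disclosed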
MC4R antag cAMP: human MC4R antagonism in cAMP assay | MC4R-expressing cells, MTII-stimulated cAMP, LANCE TR-FRET | P32245 | AID 540295 | 360,000 tested, 0.48% active | inhibition, % at 6.5 µM;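 active = inhibition above its plate's cutoff, the mean of tested wells on that plate plus 3 SD, cut at about 29% in these data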;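 also: 0% = Melanotan II alone and 100% = Melanotan II plus saturating MCL0020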
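Material: U2OS-MC4R stable cell line | Reagent: Melanotan II challenge after compound preincubation | Doses: One concentration, 6.5 µM nominal | Incubation: 30-min compound preincubation, 1-h Melanotan II challenge, 1-h detection, room temperature | Signal: TR-FRET cAMP assay | Replicates: One well per compound, no replicates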
MC4R barr agon: human MC4R agonism via beta-arrestin; U2OS MC4R beta-arrestin complementation, luminescence; percent of melanotan II response, DMSO zero; activation, % at 8.9 µM; AID 540308; 360,000 tested, 0.98% active; P32245;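 active = activation above a per-plate cutoff, the mean activation of sample wells on that plate plus 3 SD, cut at about 8% in these data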
EBV LMP1 NFkB: inhibitors of Epstein-Barr LMP1-induced NF-kappaB reporter | LMP1-induced NF-kappaB luciferase reporter cells, luminescence | 350,000 tested, 0.69% active | AID 504558 | inhibition, % at 12.5 µM; in the data active = inhibition above about 41%;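 also: 0% = neutral control wells and 100% = reference inhibitor control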
NOD2-RIPK2 inh: NOD2-RIPK2 protein interaction inhibition. 360,000 tested, 0.38% active. AID 624267. CHO BLA complementation NOD2-RIPK2, CCF4 ratio. inhibition, % at 4.98 µM. O43353; in the data active = inhibition above about 21%;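 also: 0% = vehicle only and 100% = reference blocker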
NR5A2 inv ag: inverse agonists of human LRH-1 (NR5A2) | inhibition, % at 3.6 µM | HEK293T StAR-luciferase reporter, LRH-1 transfected, 24 h | O00482 | 360,000 tested, 0.13% active;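 active = inhibition above the mean inhibition of all tested compounds plus 3 SD, cut at about 73% in these data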;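 also: 0% = DMSO wells and 100% = reporter-only cells lacking LRH-1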
Target sequence (O00482 whole entry, looked up): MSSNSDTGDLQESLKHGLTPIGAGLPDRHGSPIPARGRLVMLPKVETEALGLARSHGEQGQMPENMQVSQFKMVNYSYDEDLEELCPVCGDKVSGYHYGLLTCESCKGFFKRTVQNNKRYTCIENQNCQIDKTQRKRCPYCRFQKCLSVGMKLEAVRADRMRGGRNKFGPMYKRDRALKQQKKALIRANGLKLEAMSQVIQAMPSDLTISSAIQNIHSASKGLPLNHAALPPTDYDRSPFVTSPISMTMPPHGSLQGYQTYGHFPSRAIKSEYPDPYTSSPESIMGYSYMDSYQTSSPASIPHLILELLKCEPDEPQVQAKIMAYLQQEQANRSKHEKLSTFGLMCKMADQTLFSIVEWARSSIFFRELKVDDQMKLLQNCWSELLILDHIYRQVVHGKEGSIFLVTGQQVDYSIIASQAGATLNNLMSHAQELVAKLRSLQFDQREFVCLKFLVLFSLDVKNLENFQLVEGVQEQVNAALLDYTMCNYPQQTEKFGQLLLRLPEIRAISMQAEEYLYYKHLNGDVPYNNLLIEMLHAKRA
Numbers without * were called inactive; . = not tested or not shown. A portion of the library (hit frequency here may not be typical).

1. O=C(Nc1cc(S(=O)(=O)N2CCCCCC2)ccc1OCC(F)(F)F)c1cnccn1
2. COc1ccc(CNC2CCCc3ccccc32)cc1OC (configuration not stated)
3. COc1ccc2oc(C(=O)NCC3CCCO3)c(C)c2c1 (configuration not stated)
4. COc1ccc(NC(=S)N2CCCC(c3nc4ccc(C)cc4[nH]3)C2)cc1 (configuration not stated)
5. COc1cc(NC(=O)COC(=O)CCCC2=NS(=O)(=O)c3ccccc3N2)cc(OC)c1
6. COc1ccc(CNC(=O)C(c2ccc(C)o2)N(C(=O)c2csnn2)c2ccc(C(C)C)cc2)cc1 (configuration not stated)
7. O=C(NCCN1CCOCC1)c1ccccc1N1C(=O)[C@@H]2Cc3c([nH]c4ccccc34)C(c3cccc(Cl)c3)N2C1=O (some centres not stated)
8. O=C(CCC1CCCC1)Nc1cc(C(F)(F)F)ccc1N1CCOCC1
compound no.	1	2	3	4	5	6	7	8
NCOA1 inh	13	21	-79	8	2	-29	-2	-15
SRC3 inh	-1	28	-59	4	-2	-25	6	5
TLR9-MyD88 inh	-5	-11	-9	1	5	1	.	-10
COUP-TFII inh	-12	19	-35	-13	5	11	-2	-6
NCOA2 inhibitor	-20	13	-38	-14	-25	-35	2	-8
ABHD5 PLIN5 PPI	4	7	0	-3	5	-9	1	-3
MC4R antag cAMP	8	19	4	-4	5	0	4	2
MC4R barr agon	10*	3.1	-1.7	-0.9	-1.4	-1.4	-1.7	1.4
EBV LMP1 NFkB	-6	4	-12	-7	-2	-7	.	-3
NOD2-RIPK2 inh	-6	-2	-2	-6	-15	-2	-2	-4
NR5A2 inv ag	-5	16	-78	1	18	-5	15	21

9. O=C1c2ccccc2C(=O)N1CCCCCc1nc(-c2ccccc2)no1
10. CC(C)c1nnc(N2C(=O)C(O)=C(C(=O)c3cccs3)C2c2ccccc2)s1 (configuration not stated)
11. O=C(OCn1nnc2ccccc2c1=O)C1CCN(S(=O)(=O)c2cccs2)CC1
12. Cn1nc(C(F)(F)F)c(-c2ccccc2)c1NC(=O)c1cccnc1
13. CCCCc1nc(SCC(=O)N2CCCC2)c2c(=O)n(C)c(=O)n(C)c2n1
14. CC1=CC2=NC(=O)/C(=C\c3cc(C)n(-c4ccccc4F)c3C)C(=N)N2O1
15. CCc1nnc(NC(=O)C2CSC3(C)CCC(=O)N23)s1 (configuration not stated)
16. CC(=O)c1c(C)[nH]c2ccccc2c1=O
compound no.	9	10	11	12	13	14	15	16
NCOA1 inh	8	-10	1	14	-5	1	-5	4
SRC3 inh	9	-16	-10	34	-6	14	-14	7
TLR9-MyD88 inh	3	6	0	6	-4	-3	5	-1
COUP-TFII inh	-22	-23	-2	17	16	-9	4	2
NCOA2 inhibitor	15	-7	-21	-6	-11	-1	-10	1
ABHD5 PLIN5 PPI	2	4	-4	-2	1	-4	10	-6
MC4R antag cAMP	1	0	3	-1	4	-19	12	-1
MC4R barr agon	-0.1	-1.2	-0.6	-0.5	-0.1	0.0	-1.6	-3.2
EBV LMP1 NFkB	-5	0	-6	5	-5	5	7	5
NOD2-RIPK2 inh	9	-5	-7	1	6	-3	-12	-6
NR5A2 inv ag	8	-33	3	7	19	-5	4	-4

17. CCOC(=O)c1cc(OC(=O)c2ccccc2)n(-c2ccccc2)n1
18. Cc1ccsc1/C=C1\SC(=S)N(CC2CCCO2)C1=O (configuration not stated)
19. CCCC12CN3CC(C)(CN(C1)C3c1ccc(OC(C)C)cc1)C2=O (configuration not stated)
20. COc1ccc(Br)cc1C(=O)Nc1ccc(NC(=O)c2ccco2)cc1
21. C/C(=N\NC(=O)c1nnn(-c2nonc2N)c1-c1ccc2c(c1)OCO2)c1cccs1
22. COc1ccccc1NC(=S)N(Cc1ccco1)Cc1cc2cc(C)ccc2[nH]c1=O
23. COc1ccc(-c2[nH]ncc2CN2CCCOc3c(cccc3OC)C2)c(OC)c1
24. COc1ccccc1Cc1c(-c2cccc(Cl)c2)nc2c(C)cc(Br)cn12
compound no.	17	18	19	20	21	22	23	24
NCOA1 inh	-19	-57	1	-5	8	-15	-36	.
SRC3 inh	-2	-43	-8	10	3	22	10	.
TLR9-MyD88 inh	2	3	-6	-10	-19	-16	4	.
COUP-TFII inh	1	-7	-18	-5	5	-24	10	0
NCOA2 inhibitor	10	-38	-21	-31	-26	-8	4	-1
ABHD5 PLIN5 PPI	4	3	-6	4	-9	0	1	4
MC4R antag cAMP	7	-11	3	20	11	-5	5	.
MC4R barr agon	-2.0	-0.1	-1.4	1.1	-1.3	7.3	-0.9	.
EBV LMP1 NFkB	1	-13	-5	11	0	6	6	.
NOD2-RIPK2 inh	-1	-2	2	0	-6	4	-12	1
NR5A2 inv ag	-1	-17	2	-30	10	-14	-1	13

25. COC(=O)c1ccccc1S(=O)(=O)N1CCC(C(=O)NCc2ccccn2)CC1
26. Cn1ncc2c(N3CCC(Cc4ccccc4)CC3)ncnc21
27. O=C(N/N=C/c1ccncc1)c1ccc(COc2cccc3cccnc23)cc1
28. COc1ccc2nc3c(nc2c1)CCCC3
29. N=c1sccn1CC(=O)NC(c1ccccc1)c1ccccc1
30. CCN(C(=O)COC(=O)CCS(=O)(=O)c1ccc(C)cc1)C1CCS(=O)(=O)C1 (configuration not stated)
31. CN(C(=O)c1ccncc1)C1CCS(=O)(=O)C1 (configuration not stated)
32. CCC(O)CNC(=O)CCc1nnc(C2(c3ccc(Cl)cc3)CCC2)o1 (configuration not stated)
compound no.	25	26	27	28	29	30	31	32
NCOA1 inh	1	-3	-27	-16	1	2	2	8
SRC3 inh	2	12	-17	-4	4	11	14	14
TLR9-MyD88 inh	1	5	-4	-1	1	-6	0	11
COUP-TFII inh	-21	14	-2	-8	7	4	3	-8
NCOA2 inhibitor	-29	-10	-6	-31	-21	-1	11	-20
ABHD5 PLIN5 PPI	3	0	8	2	16	-2	-3	6
MC4R antag cAMP	-4	8	5	5	2	6	3	8
MC4R barr agon	-1.7	-1.2	-1.1	0.2	0.2	-1.2	0.3	1.6
EBV LMP1 NFkB	-3	0	6	-3	-11	-3	-12	6
NOD2-RIPK2 inh	-24	-3	-3	0	-3	-14	4	-2
NR5A2 inv ag	-5	-14	9	-1	17	-4	-5	2

33. COc1ccc(CCNS(=O)(=O)c2cccc([N+](=O)[O-])c2)cc1
34. Cc1cc(Br)c2c(c1)C(O)(N1CCCCC1C)C(=O)N2 (configuration not stated)
35. Cc1cccc(CN2C(=O)[C@@H]3Cc4c([nH]c5ccccc45)C(C)(C)N3C2=O)c1
36. COc1c(C)cccc1C(=O)NC(=S)Nc1ccccc1N1CCCC1
37. COc1ccc(/C=C/C(=O)NCCCc2ccccc2)cc1
38. CCCCn1c(N)c(N(CC(C)C)C(=O)C2CCCO2)c(=O)[nH]c1=O (configuration not stated)
39. CC(=O)c1cccc(NC(=O)C(C)OC(=O)CNC(=O)c2ccc(C)s2)c1 (configuration not stated)
40. CC1(C)CC(N(Cc2ccc(F)cc2)C(=O)c2ccc(F)cc2)CCO1 (configuration not stated)
compound no.	33	34	35	36	37	38	39	40
NCOA1 inh	-7	-6	11	-3	7	8	6	11
SRC3 inh	5	10	-1	-5	13	-21	3	0
TLR9-MyD88 inh	-6	4	7	-13	-2	-5	-5	3
COUP-TFII inh	14	11	3	-10	-1	0	15	-4
NCOA2 inhibitor	3	3	16	-65	6	-3	-4	10
ABHD5 PLIN5 PPI	3	-5	-8	-10	4	17	3	-10
MC4R antag cAMP	-3	8	2	3	-2	9	18	5
MC4R barr agon	0.1	-3.2	1.9	-5.1	-0.2	-3.2	-1.8	1.2
EBV LMP1 NFkB	-1	-10	6	-3	-3	2	-13	5
NOD2-RIPK2 inh	-2	-11	9	4	-1	6	4	-1
NR5A2 inv ag	1	-51	12	0	-3	4	-2	0

Four of these compounds, set out differently:
(33) COc1ccc(CCNS(=O)(=O)c2cccc([N+](=O)[O-])c2)cc1
  NCOA1 inh: -7
  SRC3 inh: 5
  TLR9-MyD88 inh: -6
  COUP-TFII inh: 14
  NCOA2 inhibitor: 3
  ABHD5 PLIN5 PPI: 3
  MC4R antag cAMP: -3
  MC4R barr agon: 0.1
  EBV LMP1 NFkB: -1
  NOD2-RIPK2 inh: -2
  NR5A2 inv ag: 1
(34) Cc1cc(Br)c2c(c1)C(O)(N1CCCCC1C)C(=O)N2 (configuration not stated)
  NCOA1 inh: -6
  SRC3 inh: 10
  TLR9-MyD88 inh: 4
  COUP-TFII inh: 11
  NCOA2 inhibitor: 3
  ABHD5 PLIN5 PPI: -5
  MC4R antag cAMP: 8
  MC4R barr agon: -3.2
  EBV LMP1 NFkB: -10
  NOD2-RIPK2 inh: -11
  NR5A2 inv ag: -51
(35) Cc1cccc(CN2C(=O)[C@@H]3Cc4c([nH]c5ccccc45)C(C)(C)N3C2=O)c1
  NCOA1 inh: 11
  SRC3 inh: -1
  TLR9-MyD88 inh: 7
  COUP-TFII inh: 3
  NCOA2 inhibitor: 16
  ABHD5 PLIN5 PPI: -8
  MC4R antag cAMP: 2
  MC4R barr agon: 1.9
  EBV LMP1 NFkB: 6
  NOD2-RIPK2 inh: 9
  NR5A2 inv ag: 12
(36) COc1c(C)cccc1C(=O)NC(=S)Nc1ccccc1N1CCCC1
  NCOA1 inh: -3
  SRC3 inh: -5
  TLR9-MyD88 inh: -13
  COUP-TFII inh: -10
  NCOA2 inhibitor: -65
  ABHD5 PLIN5 PPI: -10
  MC4R antag cAMP: 3
  MC4R barr agon: -5.1
  EBV LMP1 NFkB: -3
  NOD2-RIPK2 inh: 4
  NR5A2 inv ag: 0

(next part)
41. O=S(=O)(c1ccc(SCc2cccc(Cl)c2)nc1)N1CCCC1
42. CCOc1cc(C2C(C(=O)OC(C)C)=C(C)N=C3SCCC(=O)N32)ccc1OC(C)=O (configuration not stated)
43. O=C(Nc1ccc(Br)cc1F)c1nc[nH]c1C(=O)N1CCc2ccccc2C1
44. COc1ccccc1N(CC(=O)NC1CCCC1)C(=O)CNC(=O)c1cccs1
45. COc1cccc(OC)c1C(=O)Nc1ccc(N2CCN(C(=O)c3cccs3)CC2)cc1
46. NC(=O)C(=O)N/N=C/c1cccc(C(F)(F)F)c1
compound no.	41	42	43	44	45	46
NCOA1 inh	-6	4	1	1	2	9
SRC3 inh	9	13	5	-17	2	-1
TLR9-MyD88 inh	-3	9	8	-12	-5	0
COUP-TFII inh	1	-6	7	-17	1	5
NCOA2 inhibitor	-16	22	-6	8	-15	8
ABHD5 PLIN5 PPI	4	-5	-1	-8	7	7
MC4R antag cAMP	17	8	-8	5	0	-1
MC4R barr agon	-1.9	-1.2	1.1	0.7	-1.7	-0.9
EBV LMP1 NFkB	0	4	1	-3	23	-3
NOD2-RIPK2 inh	2	-10	-10	-3	-2	-5
NR5A2 inv ag	21	-12	-1	-9	10	-4
